# Screening results: PubChem BioAssay, several laboratories
# 14-3-3 Bad PPI = disrupts binding of bovine 14-3-3 zeta to phospho-Bad peptide; P63103; TR-FRET 14-3-3zeta/Dy647-pBad peptide displacement, 1 h; inhibition, % at 21.7 µM; 0.71% of 220,000 active; AID 781;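 active = inhibition above about 70%, limit read from the data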;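 also: 0% = full 14-3-3 plus peptide FRET controls and 100% = background without 14-3-3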
# FXIa inh 1536 = blocks human coagulation factor XIa protease activity; P03951; purified FXIa, Boc-Glu-Ala-Arg-AMC fluorogenic substrate; inhibition, % at 5 µM; 0.14% of 220,000 active; AID 798;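 active = inhibition of at least 40%; inactive = inhibition below 40%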;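 also: fluorescence of freed AMC excited at 355 nm; 0% = enzyme without compound and 100% = no enzyme blank; many of its hits are not listed in these tables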
# p97 inhibitor = human p97 ATPase inhibition; 0.42% of 220,000 active; recombinant p97 ATPase, Kinase-Glo ATP luminescence, 3 h; inhibition, % at 8 µM; in the data active = inhibition above about 15%;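 also: 0% = DMSO vehicle and 100% = wells lacking enzyme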
# eIF4E-4G inh = inhibitors of eIF4E and eIF4G interaction in translation initiation. inhibition, % at 21.7 µM. 0.37% of 220,000 active. TR-FRET eIF4E-eIF4GI(517-606) binding, 2 h. AID 782;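 active = inhibition above about 30%, limit read from the data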;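 also: 0% = full FRET control wells and 100% = background wells lacking eIF4GI fragment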
# Target sequence (P63073 whole entry, looked up, the tested form may be a part): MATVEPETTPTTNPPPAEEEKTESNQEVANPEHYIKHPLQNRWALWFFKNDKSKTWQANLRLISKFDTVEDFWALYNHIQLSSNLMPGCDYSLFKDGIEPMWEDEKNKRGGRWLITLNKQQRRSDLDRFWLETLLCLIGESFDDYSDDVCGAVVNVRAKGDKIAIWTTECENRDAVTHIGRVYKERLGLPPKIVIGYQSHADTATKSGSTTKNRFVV
# Target sequence (Q04637 whole entry, looked up, the tested form may be a part): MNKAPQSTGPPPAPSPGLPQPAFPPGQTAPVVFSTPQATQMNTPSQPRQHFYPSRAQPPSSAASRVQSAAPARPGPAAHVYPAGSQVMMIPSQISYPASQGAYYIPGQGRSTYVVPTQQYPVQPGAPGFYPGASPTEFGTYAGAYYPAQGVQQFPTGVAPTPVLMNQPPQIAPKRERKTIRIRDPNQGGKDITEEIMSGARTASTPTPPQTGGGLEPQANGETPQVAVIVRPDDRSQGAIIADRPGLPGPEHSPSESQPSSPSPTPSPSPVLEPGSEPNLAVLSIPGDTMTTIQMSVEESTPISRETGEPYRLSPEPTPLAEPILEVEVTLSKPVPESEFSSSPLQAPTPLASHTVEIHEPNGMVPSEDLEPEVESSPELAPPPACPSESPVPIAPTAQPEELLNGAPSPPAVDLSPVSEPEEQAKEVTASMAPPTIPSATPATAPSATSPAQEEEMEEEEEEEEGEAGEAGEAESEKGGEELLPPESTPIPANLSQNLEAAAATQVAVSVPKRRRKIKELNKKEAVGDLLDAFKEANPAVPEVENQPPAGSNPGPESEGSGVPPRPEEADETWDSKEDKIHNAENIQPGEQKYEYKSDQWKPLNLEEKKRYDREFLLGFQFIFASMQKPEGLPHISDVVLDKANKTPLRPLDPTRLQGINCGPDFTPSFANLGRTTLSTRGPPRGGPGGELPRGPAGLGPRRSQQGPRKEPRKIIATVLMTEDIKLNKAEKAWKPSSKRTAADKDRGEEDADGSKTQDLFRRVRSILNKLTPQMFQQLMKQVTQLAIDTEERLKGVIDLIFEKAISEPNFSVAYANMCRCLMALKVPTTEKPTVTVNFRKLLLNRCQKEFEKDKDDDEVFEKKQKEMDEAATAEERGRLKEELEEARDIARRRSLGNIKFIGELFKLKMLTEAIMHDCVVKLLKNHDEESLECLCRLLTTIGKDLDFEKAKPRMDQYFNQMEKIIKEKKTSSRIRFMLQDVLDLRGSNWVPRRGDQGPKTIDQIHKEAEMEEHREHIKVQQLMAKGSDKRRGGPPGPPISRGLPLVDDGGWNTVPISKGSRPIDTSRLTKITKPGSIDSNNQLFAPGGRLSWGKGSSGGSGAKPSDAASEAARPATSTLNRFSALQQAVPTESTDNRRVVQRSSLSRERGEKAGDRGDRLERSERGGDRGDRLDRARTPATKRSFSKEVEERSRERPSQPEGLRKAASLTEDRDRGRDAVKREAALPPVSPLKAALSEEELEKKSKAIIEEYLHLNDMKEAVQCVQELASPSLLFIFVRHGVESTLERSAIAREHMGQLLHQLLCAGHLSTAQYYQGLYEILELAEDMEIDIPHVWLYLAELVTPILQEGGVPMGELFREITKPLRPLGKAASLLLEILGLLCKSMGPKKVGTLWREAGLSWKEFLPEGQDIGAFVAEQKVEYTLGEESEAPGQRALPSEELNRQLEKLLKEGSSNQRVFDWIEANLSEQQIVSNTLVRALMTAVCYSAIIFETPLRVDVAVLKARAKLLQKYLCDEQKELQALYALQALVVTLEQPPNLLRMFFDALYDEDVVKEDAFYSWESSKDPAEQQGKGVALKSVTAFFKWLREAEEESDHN
# FXIIa inh 1536 = blocks human coagulation factor XIIa protease activity; inhibition, % at 5 µM; 0.3% of 220,000 active; P00748; purified FXIIa, Boc-QGR-AMC fluorogenic substrate, 2 h; in the data active = inhibition above about 40%;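 also: 0% = enzyme with no compound and 100% = blank without enzyme; many of its hits are not listed in these tables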
# KLK5 inh = inhibitors of human kallikrein 5. inhibition, % at 5 µM. AID 873. 0.59% of 210,000 active. recombinant hK5, fluorogenic AMC substrate cleavage. Q9Y337;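 active = inhibition of 40% or more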;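 also: 0% = enzyme controls without compound and 100% = no-enzyme blanks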
# Rad51 HR inh = blocks human Rad51 in homologous recombination; inhibition, % at 10 µM; 0.085% of 200,000 active; hRad51 DNA strand exchange, fluorescence dequenching; AID 1385; Q06609;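 active = inhibition above 40% at the single screening dose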;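 also: 0% = DMSO control wells and 100% = blanks with heterologous ssDNA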
#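 Test system – preformed human Rad51 ssDNA filaments · Reagent – Donor/quencher-labelled 47-bp dsDNA substrate · Incubation – 37 °C 15-min filament assembly, 30-min compound preincubation, 15-min exchange · Signal – FRET fluorescence dequenching, excitation 485 nm, emission 520 nm · Read-out – percent inhibition from fluorescence, normalised to plate control and blank means · Benchmarks – plate control and blank wells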
# Mdm2 ligase inh = Mdm2 E3 ligase (human) inhibition; Q00987; cell-based MDM2 ubiquitination luciferase reporter, 2 h; 0 = plate control, 100 = twice control, blank-subtracted; signal enhancement, % at 5 µM; 0.11% of 210,000 active;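 active = signal enhancement of 30% or more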;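 also: luminescence tracks abundance of the self-degrading MDM2-luciferase fusion protein; higher signal means inhibition of MDM2 E3 ligase activity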
#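 Material: Stable MDM2–luciferase fusion reporter cells | Amount: 2000 cells seeded into each well | Dosing: One concentration, 5 µM, with 0.2% DMSO | Incubation: 4 h cell settling then 2 h compound exposure, 37 °C | Measured by: Luciferase luminescence | Read-out basis: % enhancement relative to plate controls after blank subtraction | Benchmarks: Control and blank well means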
# Wee1 stabilizer = human Wee1 degradation inhibition, primary screen; reporter increase, % at 5 µM; HeLa Luc-Wee1K328M stability, luciferase luminescence; 100% = proteasome inhibitor MG132 effect; P30291; AID 1321; 1.2% of 220,000 active;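 active = activation above the mean of all tested compounds plus 3 SD, set per screening run, cut at about 8.8% in these data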;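 also: cells exposed to compound for 20 h before luminescence read; 0% = DMSO alone and 100% = MG132 at 30 µM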
# Numbers without * were called inactive; x = no result given; [ ] = another dose, or the depositor's remark.
molecule,eIF4E-4G inh,FXIIa inh 1536,Wee1 stabilizer,FXIa inh 1536,p97 inhibitor,Mdm2 ligase inh,Rad51 HR inh,14-3-3 Bad PPI,KLK5 inh
COCCOC(=O)c1c(C)oc2ccc(OC(=O)c3cccs3)cc12,3,1,3,-3,-2,6,6,5[fluorescence artefact?],0
O=C(NNc1ccc([N+](=O)[O-])cc1)C1CC2CCCC(C1)C2=O (configuration not stated),-1[fluorescence artefact?],9,-1,0,-4,-7,-1,2[fluorescence artefact?],-2
CC(=O)c1cc(-c2ccccc2)n(CC(=O)NC2CCCC2)c1C,-4,5,1,1,1,-27,0,-10,-10
O=C(COC(=O)CSc1cc(Cl)ccc1Cl)NCc1ccc2c(c1)OCO2,0,5,-1,7,-3,-6,-2,-2,3
COc1cccc(N=C2SC(C(=O)Nc3ccc(F)cc3)CC(=O)N2C)c1 (configuration not stated),3,17,-1,6,1,2,2,5,-8
CN1CCN(CCP(=O)(c2ccccc2)c2ccccc2)CC1,0[fluorescence artefact?],4,7,-8,3,-1,6,13[fluorescence artefact?],3
CSc1nsc2nc(=O)c(/C=C3\C(C)=Nc4ccccc43)c(N)n12,6,10,0,1,21*,-7,-5,-3,3
COC(=O)CSc1cc(C)nc2ccc(OC)cc12,4,0,1,-3,5,-13,2,6,-5
CCOc1ccc(-n2c(-c3ccc(Br)cc3)c[n+]3c2CCCCC3)cc1,0,20,9,11,-2,-29,-20,-3,3
CSc1ccc(/C=N/n2c(C)cc(C)cc2=O)cc1,-1[fluorescence artefact?],-8,1,1,-4,-33,-9,4[fluorescence artefact?],4
C=CCN1C(=O)CS/C1=N/c1nccs1,-6,5,7,-7,-4,-5,-4,15,2
Fc1ccc(-c2nc3nc4ccccc4nc3n2Cc2ccco2)cc1,6,-21,9,-11,-4,-19,6,-14[fluorescence artefact?],-2
CC1(C)CC(=O)C(N=Nc2cccnc2)=C(O)C1,-8,2,-1,-5,-3,x,-13,5,0
CC(=O)c1cc2c(cc1NC(=O)CSc1nnc(C)s1)OCO2,-5,16,-2,1,-1,-9,5,7,-20
Cc1ccc(NC(=O)C(=O)c2cn(CC(=O)N3CCCCC3)c3ccccc23)cc1,11,12,5,6,4,-9,2,3,-3
CCOC(=O)N1CCN(CCC(=O)Nc2ccc(OC(F)(F)F)cc2)CC1,3,14,-4,9,0,-15,0,-1,18
Cc1cc(N2CCCC2=O)ccc1S(=O)(=O)N1CCOCC1,-1,5,2,0,0,-4,11,5,5
CCc1nc2ccccc2c(C(=O)OCC(=O)Nc2cccc(S(=O)(=O)N3CCOCC3)c2)c1C,-3,4,4,0,0,0,-3,-3,3
O=C(Cc1ncc(C(F)(F)F)cc1Cl)N1CCN(c2ccc(F)cc2)CC1,1,13,-3,12,-6,-10,-6,7,-25
Cc1ccsc1/C=N/NC(=O)c1cccnc1,-1,1,4,2,2,-8,6,2,4
Cn1c(=O)cc(OCCCC(=O)N2CCCCC2)c2ccccc21,-6,14,-2,13,-10,-10,-1,-2,13
C/C=C(\C)CN1CCCC(CO)(Cc2ccccc2)C1 (configuration not stated),-4,5,-1,-5,-5,-2,-3,2,-2
CC1CCC2=NN(C(=O)c3ccco3)C(O)(C(F)(F)F)C2C1 (configuration not stated),4,-2,0,-6,3,-10,4,-1,-4
O=C(c1ccc(S(=O)(=O)c2cccc(Cl)c2)c([N+](=O)[O-])c1)N1CCN(Cc2ccccc2)CC1,-1,7,1,5,-3,-11,-2,-13,-23
Cc1ccc2nsnc2c1NC(=O)Cc1ccc(Cl)cc1,8,6,-1,-2,4,3,31,-18,-4
O=C(NC1CCCCCC1)C1CCCN(S(=O)(=O)c2cccs2)C1 (configuration not stated),4,6,-1,-4,3,8,18,-1,-27
O=C(CNC(=O)Cc1ccccc1)NCC(=O)OCC(=O)c1ccc(Cl)cc1,2,7,-1,3,5,-5,2,1,-3
Cc1ccccc1Nc1nnc(C)c(=O)n1N,0,10,-1,-4,4,-15,1,1,-1
COc1ccc(C2CC(c3ccccc3)=NN2C(=O)c2cccs2)cc1 (configuration not stated),-10,4,2,-1,1,-2,-7,1[fluorescence artefact?],-14
c1ccc2c(CCNc3ncnc4nc[nH]c34)cccc2c1,4,14,1,6,3,-22,-3,-8,-6

# Marked active in p97 inhibitor, of those listed so far:
canonical_smiles | eIF4E-4G inh | FXIIa inh 1536 | Wee1 stabilizer | FXIa inh 1536 | p97 inhibitor | 14-3-3 Bad PPI | KLK5 inh
CSc1nsc2nc(=O)c(/C=C3\C(C)=Nc4ccccc43)c(N)n12 | 6 | 10 | 0 | 1 | 21* | -3 | 3

# Other structures
molecule,eIF4E-4G inh,FXIIa inh 1536,Wee1 stabilizer,FXIa inh 1536,p97 inhibitor,Mdm2 ligase inh,Rad51 HR inh,14-3-3 Bad PPI,KLK5 inh
CCN(CC)CCCN(C(C)=O)c1nc(-c2cc(OC)ccc2OC)cs1,17,-3,-2,-9,3,-20,5,-12[fluorescence artefact?],-17
COc1ccc(CCNC(=O)COC(=O)COc2ccc(C#N)cc2)cc1,2,8,-1,-1,3,5,3,1,4
COc1cc(CNCCCO)ccc1OCC(=O)NC(C)(C)C,2,9,0,8,-1,-14,5,-3,9
O=C(c1csc2ccccc12)N1CCN(c2ccc(Cl)c(Cl)c2)CC1,3,5,0,-1,0,-1,-5,-7,2
Nc1c(C(=O)N/N=C/c2ccc(Cl)cc2)cnn1-c1ccccc1,-6,8,-2,-3,-2,-2,-10,3,-1
COc1ccc(-c2nnc3sc(-c4ccco4)nn23)cc1OC,-1,21,-1,-4,-3,0,-1,-10,3
O=C(c1ccccc1S(=O)(=O)NCc1ccccc1)N1CCCCC1,0,8,x,-1,x,-2,-1,2,-3
CSCCC(NS(=O)(=O)c1ccc(Cl)cc1)C(=O)OCC(=O)N1CCOCC1 (configuration not stated),-4[fluorescence artefact?],3,-1,-1,5,-18,-8,1,0
CCNC(=O)C1CCN(S(=O)(=O)c2ccc(F)cc2)CC1,0,17,-1,22,3,1,-2,3,7
CCc1ccc(-c2cn(C3CCCCC3)c(=S)[nH]2)cc1,-4,7,4,-2,-2,-7,8,1,-15
CCCCN(C)C(=O)c1ccc(CS(=O)(=O)c2ccccc2C)o1,-1,20,7,16,7,-9,3,12,-2
CSc1nc2ccccc2cc1/C=C(\C#N)c1cccc(Cl)c1,6,9,1,8,7,-11,3,-1,-4
Cc1cc(C(=O)N/N=C/c2cc(Br)ccc2OC(=O)c2ccccc2)n[nH]1,4,4,1,1,6,-7,x,-6,-9
O=C(CCCCCN1C(=O)c2ccccc2C1=O)Nc1ccc(S(=O)(=O)N2CCCCC2)cc1,-5,19,-1,4,3,2,-9,2,-1
O=C(CSc1ccc(-c2ccco2)nn1)N1CCCCCC1,-2,8,0,-3,4,-1,3,-12,-2
O=C(O[C@@H]1OC2COC(=O)c3cc(O)c(O)c(O)c3-c3c(cc(O)c(O)c3O)C(=O)O[C@@H]([C@H]1O)[C@@H]2O)c1cc(O)c(O)c(O)c1,22[fluorescence artefact?],13,9.7*,17,38*,x,5,53[fluorescence artefact?],29
COc1ccc(C(=O)Nc2ccc3[nH]c(-c4cccc(OC)c4)cc(=O)c3c2)cc1,-4[fluorescence artefact?],12,-3,7,5,x,-3,12[fluorescence artefact?],-9
O=C(NCCOCc1ccccc1)C(c1ccccc1)c1ccccc1,1,10,8,-1,-2,-25,x,-2,x
O=C(Cc1cccs1)Nc1nnc(SCC(=O)N2CCCCC2)s1,-1[fluorescence artefact?],11,0,1,3,-18,3,-5,-16
CCOC(=O)c1c(-c2ccccc2)oc2ccc(O)c(CN3CCN(C)CC3)c12,-3,7,3,4,-6,-4,x,24,-1
O=C(CSc1nc2c(c(=O)[nH]1)CN(Cc1ccc(F)cc1)CC2)Nc1ccc(F)cc1,-3[fluorescence artefact?],2,-4,9,1,-1,5,-7,-14
Nc1nc(CCl)nc(Nc2cccc3ccccc23)n1,2,22,7,31,7,-21,-8,-3,37
COc1ccc(-c2noc(-c3ccccc3F)n2)cc1,0,1,7,-9,1,-45,8,6,-31
Cc1cccc(OCc2nnc(SCc3cc(=O)n4cc(Br)ccc4n3)o2)c1,5,20,x,14,x,-12,3,-6[fluorescence artefact?],35
CCN(CC)S(=O)(=O)c1cccc(NC(=O)c2ccc(C#N)cc2)c1,-4,6,-1,-3,-5,-1,-10,10,-2
Cc1cc(-c2nnc(CCC(=O)N3CCN(Cc4cccnc4)CC3)o2)c(C)o1,-1,8,5,3,-1,6,-72,-7,0
COc1ccc(-c2csc(N3CCC(c4ccccc4)C3)n2)cc1 (configuration not stated),1[fluorescence artefact?],-10,0,-15,1,-14,1,-16,10
Cc1cc(NC(=O)c2ccc3nc(-c4ccccc4)c(-c4ccccc4)nc3c2)no1,-15,7,0,7,3,x,-4,-3[fluorescence artefact?],-1
CCC(Sc1nnnn1-c1ccccc1)C(=O)NC(C)c1ccccc1 (configuration not stated),-11[fluorescence artefact?],15,0,-3,-1,-12,4,0[fluorescence artefact?],-4
Cc1nc(N2CCOCC2)nc(N2CCCC2)c1[N+](=O)[O-],7[fluorescence artefact?],6,-3,2,0,-1,x,-7[fluorescence artefact?],-6
Cc1noc(C)c1C(=O)N1CCN(Cc2ccccc2)CC1,-4,10,-1,-19,-1,-13,18,3,14
CCOc1ccc(N2C(=O)CC(N(CCc3ccc(OC)c(OC)c3)C(=S)Nc3ccccc3)C2=O)cc1 (configuration not stated),23,4,11*,4,5,7,8,23[fluorescence artefact?],-12
O=C(Nc1cccc(Cl)c1)c1cc(F)cc2c1OCOC2,-4,8,1,0,4,-1,15,1,-2
Cn1ncc(Br)c1C(=O)OCC(=O)Nc1nc(-c2ccccc2)cs1,6,15,0,7,2,x,-2,1,-9
O=C(CN(Cc1ccco1)C(=O)c1cc(=O)[nH]c2ccccc12)Nc1ccccc1Br,-1,4,-1,-4,4,3,7,-8,-32
CCOC(=O)C1(Cc2ccccc2Cl)CCN(S(=O)(=O)N(C)C)CC1,0,5,-1,-4,11,-10,6,5,5
CCN(CC)S(=O)(=O)c1ccc2[nH]cc(C(=O)NCCN3CCCCCC3)c(=O)c2c1,-1,6,3,1,4,-10,x,-2,1
O=C(CCn1nc(-c2ccc(Cl)cc2)c2ccccc2c1=O)NCCN1CCOCC1,2[fluorescence artefact?],13,-1,1,3,-6,0,1,-13
C/C(Cn1nnc2ccccc21)=N\OC(=O)c1cc(F)c(F)cc1Cl,-3,-1,-1,-6,3,-12,-15,-5,-11
O=C(Nc1ccc(Oc2ncnc3cc(Cl)ccc23)nc1)c1ccc(F)cc1,4,10,-3,3,7,-9,19,2,-3
COc1ccc(-c2cc(C(=O)Nc3nc4c(C)cccc4s3)c3ccccc3n2)cc1OC,-7,-2,-1,-12,4,-9,-5,-5,22
Cc1ccc2c(Cl)c(C(=O)Nc3cc(C)on3)sc2c1,-1,15,-1,6,0,-7,3,6,9
